Screening data from PubChem BioAssay.
TGFb inhibitor – inhibitors of TGF-b signaling; HepG2 CAGA-GFP TGF-b/SMAD3 reporter, GFP fluorescence, 18 h; TGF-beta stimulated, 500 pg/mL final; Potency, µM (top dose mostly 46.1 µM), inactives show at the top dose activity, negative = inhibition, most hits filed as inhibitors; hit rate 1.2% among 410,000; AID 588855; further: potency means the concentration at half of the fitted maximal effect; on the % scale 0 is the no-effect control and ±100 the full control effect; nearly all actives have a fitted effect of over 65% in size
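First, reporter cells (HEPG2 CAGA-GFP) rested 2 h at 37 degrees C. Next, compounds were pinned in and TGF-beta added to 500 pg/mL final. After 18 h, GFP was imaged per cell and summed per well.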
S2 tox – viability counter-screen for ATXN expression inhibitors; S2 cells (HEK-293 line with an ATXN2-luciferase reporter) viability, CellTiter-Fluor protease fluorescence, 24 h; Potency, µM (top dose mostly 56.7 µM), most hits filed as cytotoxic; hit rate 0.49% among 400,000; AID 651635; further: potency means the concentration at half of the fitted maximal effect; nearly all actives have a fitted effect of over 40% in size
A549 viability – kills or reduces viability of A549 cells in Nrf2 counter-screen; hit rate 0.16% among 390,000; Potency, µM (top dose mostly 46 µM), without a hit: at the top dose activity change, negative = cytotoxicity, usual class: inhibitors; A549 ARE-Fluc cells, CellTiter-Fluor viability, 18-24 h; further: potency means the concentration at half of the fitted maximal effect; on the % scale 0 is the no-effect control and ±100 the full control effect
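A549 ARE_Fluc cells in 5% FBS OPTI-MEM were exposed to compounds in concentration-response for 18-24 h at 37 deg C. Viability was read by CellTiter-Fluor fluorescence (Ex 405/Em 525) after 30 min, before the luciferase read.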
MCF10A rereplic – inducers of DNA re-replication in MCF 10A breast cells; MCF 10A DNA re-replication, Hoechst nuclear intensity, 48 h; Potency, µM (series often up to 46.1 µM), for the others: top-dose activity, positive = re-replication, most hits filed as activators; hit rate 2.9% among 350,000; AID 624296; further: potency means the concentration at half of the fitted maximal effect; % of control where 0% means no effect; nearly all actives have a fitted effect of over 50% in size
HepG2 tox – HepG2 cytotoxicity, counter-screen for TGF-b inhibitors. HepG2 CAGA-GFP viability, ATP luminescence, 18 h. Potency, µM (highest dose often 46.1 µM), without a hit: at the highest dose activity change, negative = cytotoxicity, usual class: cytotoxic. hit rate 0.76% among 410,000. AID 588856; further: potency means the concentration at half of the fitted maximal effect; some results filed as inactive show a strong effect at the top dose
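HepG2 CAGA-GFP cells (1000/well, DMEM with 1% FBS) received compound, then TGF-beta at 500 pg/mL final, and were incubated 18 hours at 37 degrees C. Viability was read by CellTiter-Glo luminescence. Media-only wells were set as complete cell-killing and DMSO as no toxicity.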
IL1B secr inh – blocks inflammasome-driven IL-1 beta release | THP-1 LPS/ATP IL-1B secretion, AlphaLISA, 16 h; hits give low values | activity change, % at 57.5 µM | hit rate 4.7% among 360,000; in the data active means activity change below about -50%; inconclusive means mostly about -30% to -49%; further: on the % scale 0 is the no-effect control and ±100 the full control effect
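Secreted IL-1B measured by AlphaLISA bead assay after 16 h compound exposure of THP-1 cells; compounds (final up to 57.5 uM) added 1 h before LPS (250 ng/mL) and ATP (1.25 mM) stimulation; lower signal means less secretion.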
Nrf2 activator – Nrf2 pathway activation. AREc32 ARE-luciferase reporter (MCF7-derived line), luminescence, 24 h. Potency, µM (doses to about 46.1 µM), for the others: at the highest dose activation, most hits filed as activators. hit rate 0.31% among 410,000. AID 624171; further: potency means the concentration at half of the fitted maximal effect; % of control where 0% means no effect; nearly all actives have a fitted effect of over 65% in size
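Reporter line AREc32 (ARE-Fluc), seeded overnight in OPTI-MEM with 5% FBS; compound pin-transferred, 24 hr at 37 deg C, 5% CO2; luminescent read-out.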
ATXN2 expr inh – ATXN2 expression inhibition; hit rate 0.72% among 360,000; HEK-293 ATXN2-luciferase reporter, luminescence, 24 h; AID 1745845; Potency, µM (series often up to 57 µM), for the others: top-dose activity change, negative = inhibition, hits mostly inhibitors; further: potency means the concentration at half of the fitted maximal effect; on the % scale 0 is the no-effect control and ±100 the full control effect; nearly all actives have a fitted effect of over 55% in size
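ATXN2-luciferase reporter cells (luciferase flanked by upstream and downstream ATXN2 gene portions) were treated 24 h at 37 °C with compounds at up to 57 uM. SteadyGlo luminescence gave expression; GF-AFC fluorescence gave viability.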
Nrf2 block – blocks Nrf2 signaling. A549 ARE-Fluc reporter, luciferase luminescence, 18-24 h. AID 504444. hit rate 2.1% among 360,000. Potency, µM (highest dose often 46 µM), for inactives: at the highest dose activity change, negative = inhibition, hits mostly inhibitors; further: potency means the concentration at half of the fitted maximal effect; on the % scale 0 is the no-effect control and ±100 the full control effect; nearly all actives have a fitted effect of over 60% in size
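In this cell-based qHTS, ARE-driven firefly luciferase in A549 cells reports Nrf2 activity; the luminescent signal after BugLite lysis is the measured value, with a prior CellTiter-Fluor read for cell health.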
Starred values were filed as active, the others as inactive; i = inactive; ? = inconclusive; · = no result given; [ ] = remark or other dose. Unless noted, the call rests on the fitted dose curve; in most records, active means well fitted curve in the direction sought with a large enough effect; inconclusive means small, poorly fitted or top-dose-only effect, or another doubt; inactive means no such curve, though single readings can be large; an effect the other way counts as inactive or inconclusive.

Below each compound: TGFb inhibitor | S2 tox | A549 viability | MCF10A rereplic | HepG2 tox | IL1B secr inh | Nrf2 activator | ATXN2 expr inh | Nrf2 block
Cc1ccc(C)c(N(C(=O)CNC(=O)c2ccco2)C(C(=O)NC2CCCC2)c2ccncc2)c1 (stereo unspecified)
  8% | i | -1% | -3% | 6% | 13 | -0.3% | 40%[activator] | 4%
CC(C)Oc1cccc(C(=O)C2CCCN(C(=O)CCn3cnnn3)C2)c1 (stereo unspecified)
  9% | i | -1% | 14% | 1% | 34 | 0.2% | 30% | 22%
Cc1ccc(NC(=S)NCCN2CCOCC2)cc1C
  14% | i | 5% | 0% | 9% | 8 | -0.2% | 11% | 11%
Cc1csc(=O)n1CCC(=O)O
  3% | i | 10% | 0% | -22% | -17 | -0.4% | 10% | 6%
CN(C)c1ccc(C2CC(c3c(O)n(C4CCCCC4)c(=O)[nH]c3=O)=Nc3ccccc3S2)cc1 (stereo unspecified)
  14% | i | -14% | · | -10% | · | -1.0% | 65%[activator] | 2%
O=C(Cn1c(NCCO)nc2ccccc21)Nc1ccc2c(c1)OCCCO2
  4% | i | 1% | 0% | 6% | 2 | 0.3% | -4% | 4%
COc1ccc(C2=NOC(Cn3nc(-c4ccccc4C)cc3C(=O)O)C2)cc1 (stereo unspecified)
  -16% | i | 2% | ? | -88% | 43 | 0.3% | 15% | 11%
CCOc1ccccc1Nc1nnc(SCC(=O)NC2CCS(=O)(=O)C2)s1 (stereo unspecified)
  -8% | i | 0% | -6% | -11% | -10 | 3.9% | 8% | -2%
Nc1c(-c2ccc(Cl)cc2)cnc2c(-c3ccccc3)cnn12
  -5% | i | -17% | ? | 1% | 9 | 0.2% | 53%[activator] | ?
Cc1nc2ccccc2n1CCc1nc2c3ccccc3nc(SCc3cccc(F)c3)n2n1
  0% | i | -30% | · | 3% | · | -1.1% | -6% | ·
COc1ccc(Cn2nnnc2C(c2cc3cc(C)ccc3[nH]c2=O)N2CCOCC2)cc1 (stereo unspecified)
  -24% | i | 0% | -5% | 5% | 8 | -0.8% | -4% | ·
CCN(CC)C(=O)[C@H]1C[C@H](CC(=O)NCCC2=CCCCC2)C(=O)N2CCc3c([nH]c4cc(CCC(=O)N(C)C)ccc34)[C@]12C
  -20% | ? | -2% | 8% | -18% | -9 | 1.5% | 10% | -5%
Cn1nnnc1SCCNC(=O)C1CCC(=O)N(CCc2ccccc2)C1 (stereo unspecified)
  19% | i | 0% | -2% | 3% | 30 | -0.7% | 7% | -3%
COC(=O)Cc1cc(=O)[nH]c(/N=C(\N)Nc2ccc(C(C)C)cc2)n1
  3% | i | -6% | 14% | 4% | 53 | 0.0% | 6% | -12%
Cc1cc(NC(=O)COC(=O)c2nccnc2N)n(-c2ccccc2)n1
  -4% | i | -1% | -9% | -3% | -11 | -0.1% | 7% | 1%
CCCSc1nc2c([nH]1)c(=O)n(C)c(=S)n2C
  -17% | ? | 8% | 1% | 8% | 2 | 0.4% | -17% | ?
O=c1c(Cl)c(NCC2CCCO2)cnn1C12CC3CC(CC(C3)C1)C2 (stereo unspecified)
  ? | i | ? | 11% | 20% | -14 | -0.2% | · | 13%
COc1ccc2c(COC(=O)[C@@H]3CCCN3S(=O)(=O)c3ccc(Cl)cc3)cc(=O)oc2c1
  -29% | i | -2% | 1% | 5% | 10 | -0.1% | -2% | 1%
Cc1nonc1NC(=O)CSc1nc2ccc(Cl)cc2[nH]1
  -4% | i | -3% | -6% | -8% | 25 | 5.4% | 9% | -3%
CCc1nnc(NC(=O)c2ccc3c(c2)C(=O)N(CC)C3=O)s1
  -2% | i | 1% | 2% | 3% | 16 | 5.4% | 16% | ?

Following part.
structure,TGFb inhibitor,S2 tox,A549 viability,MCF10A rereplic,HepG2 tox,IL1B secr inh,Nrf2 activator,ATXN2 expr inh,Nrf2 block
O=C(Nc1ccccn1)C(=O)N1CCCCC1,0%,i,-10%,9%,-19%,-6,-0.7%,2%,-2%
COc1ccc(Cl)cc1NC(=O)Cn1cnc2sc(C)c(S(=O)(=O)N3CCN(c4ccccc4OC)CC3)c2c1=O,0%,i,-1%,·,0%,·,-0.1%,14%,0%[9.27 µM]
O=C1C(C=NCCN2CCOCC2)=C(O)c2ccccc21,-16%,i,-2%,0%,5%,27,11%,84%[activator],?
Cn1c(Cn2c(=O)sc3ccccc32)nnc1SCc1cccc(F)c1,6%,i,3%,0%,-5%,-4,0.3%,-4%,-9%
CCc1nc(Oc2cccc(F)c2)c2oc3ccccc3c2n1,0%,i,11%,·,-28%,·,?,13%,·
COc1ccc(C2C3=C(CC(C)(C)CC3=O)Oc3ncn(CC(C)C)c(=N)c32)cc1 (stereo unspecified),?,i,-7%,-3%,-8%,-60*,2.4%,0%,7%
NC(=O)c1ccccc1Nc1nc2nc3ccccc3c(=O)n2cc1Br,?,i,-1%,?,-13%,19,2.7%,13%,20%
CC(CCc1ccccc1)NC(=O)Cn1ncc2c3ccccc3n(Cc3ccccc3)c2c1=O (stereo unspecified),-8%,i,18%,·,-1%,·,-0.3%,-6%,13%
CC(=O)c1ccc(OCCCCCCCOc2ccc(C(C)=O)cc2)cc1,8%,i,6%,-1%,2%,15,-0.6%,3%,-4%
O=C(COC(=O)c1cccc(OC(F)F)c1)NC1CCCC1,-11%,i,3%,?,-2%,-8,-0.2%,-29%,24%
C/C(Cn1nnc([N+](=O)[O-])n1)=N\NC(=O)c1ccc(O)cc1O,?,i,2%,4%,-32%,4,3.0%,?,11%
Cc1nc2ncccn2c1-c1csc(Nc2ccc(O)cc2)n1,-10%,i,-15%,28%,-14%,-28,29%,11%,?
O=C(NC1=NCCS1)Nc1ccccc1,-2%,?,-3%,6%,-18%,0,0.2%,1%,17%
C[C@@H]1CN([C@@H](C)CO)C(=O)c2cccc(NS(=O)(=O)c3ccc(F)cc3)c2O[C@H]1CN(C)C(=O)NC1CCCCC1,1%,i,-2%,2%,-8%,2,0.3%,-11%,-21%
O=C(COc1ccc(Cl)c(Cl)c1)NC1CCS(=O)(=O)C1 (stereo unspecified),2%,i,-2%,2%,-1%,11,-0.1%,2%,19%

Brought forward from above: 4 compounds; new compounds follow.
structure,TGFb inhibitor,S2 tox,A549 viability,MCF10A rereplic,HepG2 tox,IL1B secr inh,Nrf2 activator,ATXN2 expr inh,Nrf2 block
Cc1nc2ncccn2c1-c1csc(Nc2ccc(O)cc2)n1,-10%,i,-15%,28%,-14%,-28,29%,11%,?
O=C(NC1=NCCS1)Nc1ccccc1,-2%,?,-3%,6%,-18%,0,0.2%,1%,17%
C[C@@H]1CN([C@@H](C)CO)C(=O)c2cccc(NS(=O)(=O)c3ccc(F)cc3)c2O[C@H]1CN(C)C(=O)NC1CCCCC1,1%,i,-2%,2%,-8%,2,0.3%,-11%,-21%
O=C(COc1ccc(Cl)c(Cl)c1)NC1CCS(=O)(=O)C1 (stereo unspecified),2%,i,-2%,2%,-1%,11,-0.1%,2%,19%
COc1ccc(S(=O)(=O)N(C)CC(=O)Nc2c(F)cccc2F)cc1,3%,i,-5%,8.2µM*,-10%,-6,-0.9%,0%,-10%
CCCNC(=O)C(CC)n1nc(CC)n2c(cc3oc(C)cc32)c1=O (stereo unspecified),?,·,5%,·,-26%,·,3.7%,·,-22%
Cn1c(=O)[nH]c(=O)c2c1nc(N(CCO)Cc1ccccc1)n2Cc1ccccc1Cl,12%,i,-4%,3%,-20%,20,1.0%,4%,-12%
CCn1cc(C(=O)O)c(=O)c2cnc(N3CCN(C(=S)Nc4ccccc4C(F)(F)F)CC3)nc21,-1%,i,3%,-1%,-1%,-10,0.2%,-31%,-23%
O=C(COC(=O)/C=C/c1cccc(F)c1)NNC(=O)c1ccccc1,9%,i,1%,-20%,16%,-15,-0.5%,2%,17%
CCCC[C@@H]1CNC(=S)N1CCc1cccc2ccccc12,-22%,?,0%,?,2%,-21,-0.5%,?,-6%
CCN(C(=O)c1ccco1)c1nnc(-c2ccc(OC)cc2)s1,11%,i,-2%,?,-26%,0,24%,10%,8%
O=C(NCCCN1CCOCC1)C1CCN(S(=O)(=O)c2cccc(Cl)c2Cl)CC1,?,i,0%,?,-26%,4,-0.4%,-3%,-4%
Cc1cc(C)c(NC(=O)CNC(=O)c2cc(C3CC3)nn2-c2ccccc2)c(C)c1,-1%,i,2%,?,-5%,-9,-2.3%,-6%,-20%
COc1ccc(/C=C/C(=O)N2CCOCC2)cc1OC,2%,i,-9%,5%,-2%,0,0.4%,5%,-5%
O=C(Nc1ccncc1)Nc1ccccc1Cl,6%,i,1%,-7%,-28%,0,2.2%,6%,-10%
CCOc1cc(/C=C/c2nc3cc(C)c(C)cc3s2)ccc1OCC(=O)N1CCOCC1,-4%,i,8%,13µM*,-8%,10,2.9%,0%,5%
